# MsrA inh – inhibits bovine methionine sulfoxide reductase A; purified bovine MsrA, absorbance read-out; 360,000 compounds, 0.75% hits; inhibition, % at 15.5 µM; AID 651718; in the data active = inhibition above about 4.5%;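 note: 0% = vehicle wells with enzyme and 100% = reference inhibitor wells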
# FAS-TE inh – blocks the thioesterase domain of human fatty acid synthase | 360,000 compounds, 0.67% hits | inhibition, % at 15 µM | P49327 | recombinant FAS-TE, OMFH fluorogenic substrate, fluorescence endpoint;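 active = compounds whose normalised, plate-corrected inhibition of enzyme fluorescence in the single-dose primary screen is 50% or more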;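 note: 0% = DMSO with enzyme and 100% = substrate without enzyme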
# Rin1-Abl PPI inh – inhibitors of human Rin1-Abl protein interaction; 360,000 compounds, 0.4% hits; AID 588664; TR-FRET Rin1/Abl binding, biochemical; inhibition, % at 7.35 µM; in the data active = inhibition above about 5%, passing the limit was not always enough
# Neddylation inh – inhibitors of human cullin neddylation | P61081+Q13564 | TR-FRET cullin neddylation, biochemical | calls only at 25 µM | 360,000 compounds, 0.58% hits | AID 651699; in the data active = inhibition above about 36%
# PABP1 MLLE inh – inhibitors of microRNA-mediated deadenylation, human PABP1 MLLE binding; P11940; GST-MLLE / FITC-PAM2 fluorescence polarization; inhibition, % at 20 µM; 360,000 compounds, 0.36% hits; in the data active = inhibition above about 35%, passing the limit was not always enough;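 note: plate controls were DMSO wells with GST-MLLE for no effect and wells lacking GST-MLLE protein for full effect; some results filed as inactive read as strong as hits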
# Target sequence (P11940 whole entry, looked up): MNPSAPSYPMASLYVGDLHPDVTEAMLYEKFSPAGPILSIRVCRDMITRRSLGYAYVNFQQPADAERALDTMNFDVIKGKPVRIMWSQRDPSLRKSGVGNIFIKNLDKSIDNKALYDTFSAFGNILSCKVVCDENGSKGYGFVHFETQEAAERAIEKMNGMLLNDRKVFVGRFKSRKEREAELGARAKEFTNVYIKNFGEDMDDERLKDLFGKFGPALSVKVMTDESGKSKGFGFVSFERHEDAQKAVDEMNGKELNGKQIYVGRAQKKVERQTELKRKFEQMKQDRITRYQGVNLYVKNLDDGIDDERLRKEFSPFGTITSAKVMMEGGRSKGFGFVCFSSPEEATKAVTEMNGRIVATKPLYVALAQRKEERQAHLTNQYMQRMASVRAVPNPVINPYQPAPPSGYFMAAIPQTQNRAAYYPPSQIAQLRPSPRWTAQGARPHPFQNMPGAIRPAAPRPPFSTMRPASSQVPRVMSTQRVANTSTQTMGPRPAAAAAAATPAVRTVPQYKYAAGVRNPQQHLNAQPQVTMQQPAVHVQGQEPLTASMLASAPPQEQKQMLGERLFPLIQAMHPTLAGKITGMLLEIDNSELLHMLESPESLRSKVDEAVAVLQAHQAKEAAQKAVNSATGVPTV
# Tb MetRS inh – blocks T. brucei methionyl-tRNA synthetase activity; purified T. brucei MetRS, ATP depletion, Kinase-Glo luminescence; inhibition, % at 11.9 µM; 360,000 compounds, 0.4% hits;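 active = inhibition above a per-plate cutoff of the control wells' mean inhibition plus 3 SD, cut at about 5.5% in these data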;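 note: 0% = DMSO wells median and 100% = median of wells with control inhibitor compound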
#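 Assay system: T. brucei methionyl-tRNA synthetase, purified | Medium: HEPES buffer with MgCl2, KCl, DTT, spermine, BSA, pyrophosphatase | Compound: 11.9 µM single point | Incubation: 15 min enzyme-compound preincubation, 2 h reaction, 10 min detection, 25 °C | Measured by: Kinase-Glo luciferase luminescence reporting remaining unconsumed ATP | Measure: % inhibition normalized to control-well medians | Replication: Singlicate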
# MsrA act – activates bovine MsrA enzyme. purified bovine MsrA, absorbance read-out. activation, % at 10.6 µM. 360,000 compounds, 0.3% hits. AID 602163; in the data active = activation above about 7.5%;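 note: 0% = vehicle and 100% = reference activator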
# eLon inh – inhibits E. coli Lon protease; P0A9M0; purified E. coli Lon protease, fluorescence polarization; inhibition, % at 7.94 µM; 360,000 compounds, 0.42% hits; in the data active = inhibition above about 13%, passing the limit was not always enough;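 note: 0% = enzyme with probe and DMSO and 100% = no enzyme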
# CSN deneddyl inh – CSN deneddylation inhibition. 360,000 compounds, 0.38% hits. inhibition, % at 12.5 µM. Purified CSN, SCF-Nedd8-OG deneddylation, fluorescence polarization. AID 651999;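 active = pattern-corrected inhibition above about 35%, with an unprinted fluorescence ratio check between 0.5 and 1.5, limit read from the data, passing the limit was not always enough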;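 note: 0% = enzyme with substrate and 100% = substrate without enzyme; some results filed as inactive read as strong as hits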
# Target sequence (Q92905 whole entry, looked up, one chain of several): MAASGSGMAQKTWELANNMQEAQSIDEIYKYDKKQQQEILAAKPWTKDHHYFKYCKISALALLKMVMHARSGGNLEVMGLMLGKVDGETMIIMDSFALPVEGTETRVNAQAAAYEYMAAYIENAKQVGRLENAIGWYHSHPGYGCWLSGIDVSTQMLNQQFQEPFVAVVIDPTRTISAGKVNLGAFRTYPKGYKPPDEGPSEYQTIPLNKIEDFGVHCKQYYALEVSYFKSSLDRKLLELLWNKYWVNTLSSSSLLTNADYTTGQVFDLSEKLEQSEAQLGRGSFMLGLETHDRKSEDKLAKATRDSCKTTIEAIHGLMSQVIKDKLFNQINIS
#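 Assay system: purified human Csn5 enzyme expressed in HEK293T cells; Input: 0.24 nM Csn5 enzyme, final concentration; Reagent: 10 nM SCFSkp2-Nedd8OG; Compound dosing: 12.5 µM single point; Times: reaction 90 min, room temperature; Technique: fluorescence polarization readout.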
# * marks the source's active call; other numbers are inactive results; i = inactive; nt = not tested or not shown.
SMILES,MsrA inh,FAS-TE inh,Rin1-Abl PPI inh,Neddylation inh,PABP1 MLLE inh,Tb MetRS inh,MsrA act,eLon inh,CSN deneddyl inh
C/C(=N/NS(=O)(=O)c1ccc(C)cc1)c1ccc2c(c1)OCO2,-1.3,0,-5,i,8,0.0,-2,8,2
CC[C@H](C)/C=C(C)/C=C/c1cc2c(cn1)C(=O)[C@@](C)(OC(C)=O)C(O)=C2Cl,3.0,0,-1,nt,8,0.5,-4,-9,5
CC(=O)OCc1cc2cc(C)ccc2[nH]c1=O,1.1,-6,-3,i,-8,0.1,0,-12,0
COc1cc(C(=O)NCC(=O)NC(C)CCc2ccccc2)cc(OC)c1OC (stereo not drawn),-0.4,-2,-5,i,2,0.0,-2,4,1
CCCCNC(=O)C1(C)CCCCN1Cc1ccccc1-c1ccccc1 (stereo not drawn),-1.0,23,0,i,0,0.3,1,-6,1
CCN(CC)CCCNC(=O)CNC(=O)c1nn(-c2ccc(OC)cc2OC)c(=O)c2ccccc12,0.5,-4,-3,i,2,-0.1,-4,-6,-3
C[C@@H](CSc1ccc(Br)cc1)CN1CC[C@H](NC(=O)OCc2ccccc2)CCC1=O,0.4,18,2,i,3,-0.2,-1,-2,-5
FC(F)(F)c1cc(N2CCNCC2)c2ccccc2n1,0.9,-7,-5,i,-10,0.4,-3,-9,4
CC(C)(C)OC(=O)NNC(=O)NC12CC3CC(CC(C3)C1)C2,1.7,-12,1,i,-7,-0.6,-8,-16,3
CNCCCOc1cccc(Oc2ccccc2)c1,-0.3,-4,2,i,9,-0.2,-3,3,-6
N#Cc1cnn2ccc(-c3ccc4c(c3)CCC4)nc12,1.5,8,4,i,5,-0.6,-8,-13,-8
CS(=O)(=O)c1ccc2nc(NC(=O)c3cccs3)sc2c1,6.8*,-3,-18,i,1,-3.1,-6,-4,1
COCCCNC(=S)N1CCN(c2ccccc2)CC1,1.0,-8,4,i,-104,-0.2,-4,-7,-9
COc1cccc(-c2cnc(C(O)c3ccc(C)cc3)[nH]2)c1 (stereo not drawn),-0.8,-4,-2,i,-6,-0.3,-5,-9,3
COc1ccc2[nH]c3c(Cl)ncnc3c2c1,-0.3,-7,1,i,0,-0.7,-9,5,-9
CCOC(=O)N1CCN(C(=O)Cn2ccc3ccccc3c2=O)CC1,1.1,-8,-2,i,-1,-0.6,-3,7,-3
O=C(NCc1ccco1)c1ccc(COc2ccccc2Cl)cc1,0.9,11,0,i,-4,-1.2,-8,-4,10
COc1cc(SC)ccc1C(=O)N(C)CC(=O)Nc1cccc2ccccc12,-0.9,0,0,i,8,-0.6,-1,-1,4
Cc1ccccc1C(=O)NC(CC(C)C)C(=O)Nc1ccc(F)c([N+](=O)[O-])c1 (stereo not drawn),-0.6,36,-1,i,-6,-1.0,-7,-7,1
COc1ccc(Cl)cc1CC1(C)C(=O)Nc2ccc(S(=O)(=O)NC3CCCCC3)cc21 (stereo not drawn),-0.7,21,-2,i,5,0.1,0,-3,3
COc1ccc(CCNc2ncccc2C#N)cc1OC,0.2,-4,3,i,3,-0.2,-4,0,-3
Cc1occc1C(=O)N1CCC2(CCCN(Cc3ccc(F)c(F)c3)C2)C1 (stereo not drawn),0.8,2,-1,i,17,-0.4,0,-12,3
COc1ccc(NC(=O)C23CC4CC(C2)CC(n2cnc(Br)n2)(C4)C3)cc1OC,-0.4,-1,1,i,2,-1.1,-7,-8,2
Cn1c(-c2ccccc2)cnc1N,-0.9,-7,-3,i,9,-0.8,-1,11,3
CCn1cc(CNC(=O)C2CCC(=O)N(Cc3ccccc3F)C2)cn1 (stereo not drawn),-0.8,-7,-1,i,-2,0.4,-1,-1,0
COC(=O)c1nnn(-c2nonc2N)c1CSCCO,0.1,-6,-5,i,1,-1.3,-8,0,-4
CC(C)Cc1nnc(NC(=O)CC(=O)Nc2ccccc2C(=O)O)s1,-0.5,-4,1,i,10,0.1,-1,1,-3
Cc1ccccc1Nc1nc2ccccc2n1C(C)C,0.6,-9,-3,i,3,0.7,-4,-5,-1
CC(N=C1NS(=O)(=O)c2ccccc21)C(=O)NCCCc1ccccc1 (stereo not drawn),0.1,-1,-2,i,18,-0.5,-3,2,-6
Cn1cccc1CC(=O)N/N=C/c1ccc(Cl)c([N+](=O)[O-])c1,0.4,31,-5,i,-4,-0.2,-4,1,1
CC(C)(C)NC(=O)C(c1ccc(F)cc1)N(Cc1ccccc1Cl)C(=O)c1ccn[nH]1 (stereo not drawn),-0.5,-10,3,i,-1,-0.6,-3,3,2
CCc1cc(C(=O)Nc2cc(S(=O)(=O)N3CCOCC3)ccc2N2CCN(CC)CC2)sc1C,1.2,-2,2,i,-5,-0.2,2,-1,0
C[C@H](CO)N1C[C@H](C)[C@@H](CN(C)C(=O)Nc2ccc(C(F)(F)F)cc2)Oc2ccc(NS(=O)(=O)c3cn(C)cn3)cc2C1=O,-0.4,2,4,i,6,-0.2,-13,7,1
COc1ccc(C2=NN(CCC(=O)NC3CCCCCC3)C(=O)CC2)cc1,0.7,-7,1,i,2,0.0,-1,4,0
Cc1cccc(C(=O)Nc2ccccc2C(=O)NCc2ccco2)c1,-0.8,11,3,i,-7,-1.1,-7,-2,-1
COc1ccc(C(=O)CC(=O)C(=O)Nc2ccc(C)cc2Cl)cc1,-0.2,-4,1,i,-7,-0.9,-6,3,3
COC(=O)c1[nH]c(C)c(/C(O)=C2\C(=O)C(=O)N(CCN3CCOCC3)C2c2ccc(C)o2)c1C (stereo not drawn),2.5,-5,2,i,13,-0.2,-3,3,5
COc1ccc(C(=O)NCCS(=O)(=O)NCc2ccc(C)cc2)cc1,-0.5,0,1,i,6,0.2,-2,-9,2
CCOC(=O)c1ccc(NC(=O)CSC(=S)N2CCOCC2)cc1,0.7,-8,4,i,10,-0.3,-2,7,-1
CCCCNC(=O)NNC(=O)c1ccc(F)cc1,0.4,-8,1,i,-9,-0.9,-13,-10,0
COCC(C)n1c(C)cc(C(=O)CSc2nc3ccccc3c(=O)[nH]2)c1C (stereo not drawn),0.7,1,-6,i,12,-0.2,-6,-12,0
Cn1c(NCc2ccccc2F)nc2cc(-c3cccc(C(F)(F)F)c3)sc2c1=O,0.3,10,-2,i,-6,-0.4,0,-5,-1
COc1ccc(-c2n[nH]c(=S)n2/N=C/C=C\c2ccccc2OC)cc1,0.9,0,2,i,-25,0.3,-7,-1,-7
O=C(Nc1cccnc1Cl)c1ccc(=O)oc1,4.4,0,-2,i,2,0.8,-5,-8,9
Cn1cc(C(=O)NCc2ccc(F)cc2)cn1,-0.3,-4,0,i,18,-0.2,-2,7,-5
CCn1c(NCc2cc(Br)ccc2NS(=O)(=O)c2ccc(C)cc2)nc2ccccc21,2.7,37,0,i,8,5.1,-2,-2,-5
COc1ccc(C(=O)N2CC3(C)C4CCC3(C)C2(C#N)C4)cc1OC (stereo not drawn),1.9,-3,-1,i,17,-0.5,-1,-2,5
CC(NCc1ccc(S(N)(=O)=O)cc1)C(=O)Nc1ccc([N+](=O)[O-])cc1Cl (stereo not drawn),0.8,9,-4,i,5,-0.9,-9,3,0
COC(=O)C1=C(C)N(C)C(C)=C(C(=O)OC)C1c1ccc(F)c(Br)c1,1.0,16,-3,i,2,-1.3,-1,16,1
Cc1ccc(C(=O)NNC(=O)C(NC(=O)c2cccc(C)c2)C(C)C)cc1 (stereo not drawn),0.1,-8,-2,i,7,-0.3,-2,1,-7
C/C(=N\NC(=O)C1(C)CC1(Br)Br)c1cccc(NC(=O)C(C)(C)C)c1 (stereo not drawn),0.0,-2,0,i,7,-0.5,-2,-13,3
N=C1C(c2ccccc2)=C(O)CN1c1ccccc1,-1.1,-4,-6,i,7,0.0,-2,-1,0
CCOC(=O)c1c(NC(=O)CN2C(=O)NC3(CCC(CC)CC3)C2=O)sc(C)c1-c1ccc(C)cc1 (stereo not drawn),-0.3,2,-4,i,-14,0.0,-3,-1,2
COc1ccc(N(CC(=O)N2CCN(c3cc(C)ccc3C)CC2)S(=O)(=O)c2c(C)noc2C)cc1,-1.8,28,-5,i,13,-0.3,1,7,-6
O=C(C1CCCCC1C(=O)N1CCCCC1)N1CCCCC1 (stereo not drawn),-0.2,-6,-2,i,-6,-0.1,0,6,-8
CCOc1cc2c(c3c1C(c1ccccc1)N(S(=O)(=O)c1ccc(C)cc1)C3)C(=O)C=CC2=O (stereo not drawn),-0.1,42,2,i,32,-0.2,-5,-3,1
CCC1(c2ccccc2)NC(=S)N(c2ccc(C)cc2)N1 (stereo not drawn),-0.4,-2,0,i,8,0.6,4,-5,-11
Clc1ccc2c(c1)nc1n2CCCC1,-0.2,-4,-2,i,4,-0.3,2,0,-2
CCOC(=O)C(NC(=O)CC)(N1CCc2ccccc2C1)C(F)(F)F (stereo not drawn),-0.6,-6,-4,i,11,-0.6,-2,3,-5
Cc1ccc(/C=C2\SC(=S)N(c3cccnc3)C2=O)o1,-0.3,-1,-3,i,22,-0.3,-7,4,3
# (next part)
SMILES,MsrA inh,FAS-TE inh,Rin1-Abl PPI inh,Neddylation inh,PABP1 MLLE inh,Tb MetRS inh,MsrA act,eLon inh,CSN deneddyl inh
CCc1ccc(S(=O)(=O)NC2CC(C)(C)NC(C)(C)C2)cc1,-1.3,-4,1,i,11,-0.2,-1,-12,-2
COc1ccc(S(=O)(=O)N2CCOCC2)cc1NC(=O)Cc1ccsc1,2.1,-5,4,i,-35,-0.3,-3,-4,2
COc1ccc(NC(=O)Nc2cc(C(C)(C)C)on2)cc1OC,-1.5,-1,-3,i,6,0.0,-3,-3,-3
Cc1ccc(NC(=O)Nc2cccc(Cl)c2)c(C(=O)O)c1,-0.5,-2,3,nt,2,-0.1,-2,5,-1
CN(C)CC1CCCCC1C1(O)c2ccccc2CSc2sccc21 (stereo not drawn),-0.4,-2,1,i,-4,-1.1,-9,-5,-1
CCN(CC)CCCNC(=O)c1cn(CCOC)c(=O)c2c1c1ccccc1n2C,0.4,-7,-2,i,-14,0.2,-4,-4,-8
CC(=O)Oc1cc(C(=O)OCC(=O)N2CCc3ccccc3C2)cc(OC(C)=O)c1OC(C)=O,2.4,-6,5,i,-8,0.1,-11,-5,10
CCOC(=O)c1ccc(NC(=O)c2nc[nH]c2C(=O)NCCCNC(=O)c2[nH]cnc2C(=O)Nc2ccc(C(=O)OCC)cc2)cc1,-0.1,-5,1,i,-16,-0.1,-3,-5,3
COc1ccc(OC)c(NC(=O)C23CCC(C)(C(=O)C2)C3(C)C)c1 (stereo not drawn),-0.8,-5,0,i,-4,0.3,0,-6,6

# Assay outcomes deposited in PubChem by several laboratories.
